# Screening data (PubChem BioAssay)
# E-sel TNF inh: E-selectin induction blockers in HUVEC – imaging, immunofluorescence, high content, primary screen. 0.71% of 120,000 active. inhibition, % at 2 µM. AID 1246, 2008. HUVEC TNFa-induced E-selectin immunofluorescence;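 active = inhibition above the batch mean plus 3 SD, and confirmed as a hit on visual image review, cut at about 43% in these data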;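 also: 0% = TNF-stimulated DMSO wells and 100% = unstimulated control wells; not every result past the cut was called active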
# HCT116 bCat-KO: primary screen for growth suppressors in beta-catenin knockout HCT116 cells (colon tumor, human). HCT116 beta-catenin knockout viability, CellTiter-Glo, 60 h; stronger effect = lower value. viability, % at 10 µM. 1.5% of 140,000 active;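 active = viability at or under a set limit, the compound median less 4 SD, cut at about 6% in these data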;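 also: 0% = Hyamine 1622 control at 20 µM and 100% = untreated cell control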
# NPY-Y2 antag: NPY-Y2 receptor antagonists, primary screen, cell-based; AID 793, 2007; 0.99% of 140,000 active; Neuropeptide Y receptor type 2 (Homo sapiens), P49146; NPY-Y2 expressing cells, antagonist mode; inhibition, % at 2.7 µM; in the data active = inhibition above about 17%;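 also: 0% = vehicle with agonist challenge and 100% = reference antagonist with challenge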
# Target sequence (P49146 whole entry, looked up): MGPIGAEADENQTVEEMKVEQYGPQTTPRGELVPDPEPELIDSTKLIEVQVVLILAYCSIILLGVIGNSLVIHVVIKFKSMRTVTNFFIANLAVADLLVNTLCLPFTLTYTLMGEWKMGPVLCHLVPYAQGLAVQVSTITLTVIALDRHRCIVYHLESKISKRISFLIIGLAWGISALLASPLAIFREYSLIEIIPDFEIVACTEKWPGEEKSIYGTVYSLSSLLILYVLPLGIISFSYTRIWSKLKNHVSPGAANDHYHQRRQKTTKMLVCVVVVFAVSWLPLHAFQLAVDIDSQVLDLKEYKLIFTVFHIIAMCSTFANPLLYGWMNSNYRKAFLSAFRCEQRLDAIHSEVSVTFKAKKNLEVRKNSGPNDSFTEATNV
# Yeast growth inh: growth inhibitors of yeast BB579 in restrictive medium, primary screen, yeast lifespan-shortening project, S. cerevisiae. OD615, 48 h. inhibition, % at 10 µM. 0.51% of 140,000 active;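 active = inhibition above a set limit, 3 SD over the mean compound inhibition, cut at about 44% in these data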; also: inactives centre near -24
#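 System: Saccharomyces cerevisiae DeaD strain BB579, replicative lifespan model yeast | Buffer or medium: Restrictive glucose-based CSMM-D medium | Times: 4 h preincubation and 48 h exposure at 30 °C | Detection: OD615 turbidity measurement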
# Phagocyt inh: inhibitors of macrophage phagocytosis, primary screen, imaging, J774A.1 cells, IgG beads. inhibition, % at 5 µM. J774A.1 macrophage IgG-bead phagocytosis. 0.07% of 110,000 active;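 active = inhibition above the mean of the plate negative controls plus 5 SD, cut at about 13% in these data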;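 also: phagocytic index as fraction of beads internalized from green versus red external bead signal; plate controls were DMSO negative control for no effect and cytochalasin-D positive control for full effect; some results beyond the cut were filed as inactive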
# Measles CPE: compounds protecting cells from measles virus cytopathic effect, primary screen, measles RdRp inhibitor project, single point, MLSMR library, absorbance. Measles virus-infected cells, CPE protection. protection (pct of control), % at 4 µM. 1.5% of 140,000 active. AID 841, 2007; in the data active = protection mostly above about 24%, no sharp cut-off; inactive = mostly below about 26%; also: some compounds called inactive have numbers as strong as hits
# Yeast lifespan up: compounds extending yeast replicative lifespan, primary screen, S. cerevisiae, OD615; S. cerevisiae growth with nicotinamide; deaD strain in restrictive glucose medium; inhibition of the nicotinamide effect, % at 10 µM; 0.68% of 130,000 active; AID 775, 2007;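 active = inhibition above a set limit, placed 3 SD over the median of all compounds, cut at about 26% in these data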;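 also: 0% = nicotinamide-treated wells and 100% = cells grown without nicotinamide; some compounds called inactive have numbers as strong as hits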
#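 Buffer or medium: CSMM-D glucose medium, restrictive; test system: modified budding yeast, DeaD strain; compound: single dose 10 µM compound, 0.25% DMSO; schedule: culture preincubation 4 h, compound exposure 48 h, both 30 °C; detection: optical density (absorbance) at 615 nm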
# MRP1 act: H69AR viability gain despite doxorubicin, primary screen, MRP-1 activator project, H69AR cells, CellTiter-Glo | 0.61% of 140,000 active | viability rescue | viability increase, % at 10 µM;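 active = viability gain under doxorubicin at or above a set limit, the compound median plus 3 SD, cut at about 4.7% in these data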;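 also: MRP-1 overexpressing cells given doxorubicin 25 µM after compound pretreatment; 18-22 h compound pretreatment then 72 h with doxorubicin before readout; 0% = doxorubicin-only wells and 100% = vehicle-treated cells without doxorubicin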
# GALR2 antag: GALR2 antagonists in receptor-expressing cells, primary screen | Galanin receptor type 2 (Homo sapiens), O43603 | antagonist mode | inhibition, % at 4 µM | 0.39% of 140,000 active | AID 828, 2007; in the data active = inhibition above about 27%;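 also: cells stimulated with galanin 1-16 at roughly its EC80; 0% = agonist challenge control and 100% = basal control without agonist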
# Target sequence (O43603 whole entry, looked up): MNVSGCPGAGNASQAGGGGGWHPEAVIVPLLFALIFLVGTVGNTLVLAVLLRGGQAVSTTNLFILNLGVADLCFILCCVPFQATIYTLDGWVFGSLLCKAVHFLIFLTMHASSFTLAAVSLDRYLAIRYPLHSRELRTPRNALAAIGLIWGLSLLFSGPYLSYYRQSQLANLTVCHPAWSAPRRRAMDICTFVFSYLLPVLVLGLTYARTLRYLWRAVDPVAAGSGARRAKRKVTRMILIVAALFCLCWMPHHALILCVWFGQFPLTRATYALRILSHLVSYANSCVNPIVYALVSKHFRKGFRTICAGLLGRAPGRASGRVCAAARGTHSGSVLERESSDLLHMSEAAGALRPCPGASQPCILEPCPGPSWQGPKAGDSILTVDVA
# HCT116 PTEN-null: growth suppression of PTEN-null HCT116, primary screen, cell-based, CellTiter-Glo; HCT116 PTEN-null viability, 60 h; stronger effect = lower value; viability, % at 10 µM; 1.2% of 140,000 active;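 active = viability at or below a set limit, 4 SD under the median of all tested compounds, cut at about 3.7% in these data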;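 also: PTEN knockout HCT116 line with beta catenin targeted HCT116 as companion control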
# Active calls of the source: *; nt = no result given.
# A first look:
SMILES,E-sel TNF inh,HCT116 bCat-KO,NPY-Y2 antag,Yeast growth inh,Phagocyt inh,Measles CPE,Yeast lifespan up,MRP1 act,GALR2 antag,HCT116 PTEN-null
COc1ccc(-c2nn3cnnc3s2)cc1OC,-9,97,0,6,5,20,-8,0.1,1,84
C=CCOC(=O)C1=C(C)NC(SCC(=O)N(CC)CC)=C(C#N)C1c1ccco1 (stereo not given),-4,89,6,-11,-1,6,-27,-3.9,-11,73
O=C(COC(=O)Cn1cnc2ccccc21)NCCc1ccccc1,9,95,-1,-14,nt,5,-5,0.6,-4,99
COc1cc(/C=N/NC(N)=O)ccc1OCC(=O)Nc1ccc(C)c(C)c1,nt,81,18*,-35,-3,5,-1,0.8,4,86
O=C(COC(=O)c1ccc(Cl)nc1)NCc1ccc2c(c1)OCO2,-19,91,4,-21,-5,16,-1,-0.1,8,95
Cc1c(-c2ccccc2)oc2c(C(=O)OCC(=O)Nc3ccc(C(N)=O)cc3)cccc2c1=O,-6,101,0,-20,-6,6,-4,-1.5,1,105
CCC(Sc1nc(C)cc(C)n1)C(=O)NC1=NN=C(c2ccc(C)cc2)CS1 (stereo not given),-42,25,0,-20,1,4,-8,-6.8,-2,15

# This part in full, from the start:
SMILES,E-sel TNF inh,HCT116 bCat-KO,NPY-Y2 antag,Yeast growth inh,Phagocyt inh,Measles CPE,Yeast lifespan up,MRP1 act,GALR2 antag,HCT116 PTEN-null
COc1ccc(-c2nn3cnnc3s2)cc1OC,-9,97,0,6,5,20,-8,0.1,1,84
C=CCOC(=O)C1=C(C)NC(SCC(=O)N(CC)CC)=C(C#N)C1c1ccco1 (stereo not given),-4,89,6,-11,-1,6,-27,-3.9,-11,73
O=C(COC(=O)Cn1cnc2ccccc21)NCCc1ccccc1,9,95,-1,-14,nt,5,-5,0.6,-4,99
COc1cc(/C=N/NC(N)=O)ccc1OCC(=O)Nc1ccc(C)c(C)c1,nt,81,18*,-35,-3,5,-1,0.8,4,86
O=C(COC(=O)c1ccc(Cl)nc1)NCc1ccc2c(c1)OCO2,-19,91,4,-21,-5,16,-1,-0.1,8,95
Cc1c(-c2ccccc2)oc2c(C(=O)OCC(=O)Nc3ccc(C(N)=O)cc3)cccc2c1=O,-6,101,0,-20,-6,6,-4,-1.5,1,105
CCC(Sc1nc(C)cc(C)n1)C(=O)NC1=NN=C(c2ccc(C)cc2)CS1 (stereo not given),-42,25,0,-20,1,4,-8,-6.8,-2,15
COC(=O)Cc1c(C)nc2nc(Cc3ccccc3)[nH]n2c1=O,-5,100,1,-19,-1,7,-8,-1.8,0,100
COC(=O)c1ccc(CSc2nc3c(cnn3-c3ccc(F)cc3)c(=O)[nH]2)o1,16,98,9,-37,nt,4,-6,-1.7,2,89
Cc1ccc(NC(=O)c2cc(C(=O)c3cc(Cl)ccc3O)cn(-c3ccc(C)cc3)c2=O)cc1,-21,46,2,-45,-3,5,0,-3.5,8,33
CC(=O)N(/N=C1\Sc2ccccc2C1=O)c1ccccc1,-5,91,0,-32,nt,7,-4,-5.1,2,94
Cc1c(-c2ccccc2)nc(N)c(C#N)c1-c1cccs1,6,91,1,-45,nt,6,-16,-3.3,-8,92
CCOC(=O)CNC(=O)c1sc(NC(=O)c2ccccc2)nc1C,20,83,-1,-51,nt,-1,nt,-0.6,6,92
COC(C#CCCN(C)C)(c1ccccc1)c1ccccc1,nt,86,8,-40,nt,19,1,-2.3,-17,92
CC(C)CCOCC1CC2(CC(C)(c3csc(N)n3)OC2=O)C(=O)O1 (stereo not given),nt,97,6,-35,nt,22,-2,0.5,0,100
CCN1C(=O)c2ccc(C(=O)O)cc2C1=O,3,93,6,-1,nt,8,1,-1.8,-7,83
Cc1cccc(NC(=O)Cn2cnc3ccc(S(=O)(=O)N4CCC(C)CC4)cc3c2=O)n1,nt,60,-4,-19,0,12,-7,-2.9,-4,61
Cc1cccc(-c2nnn(CC/C(N)=N/O)n2)c1,-6,92,0,11,0,5,-10,-2.5,7,104
O=C(N1CCOCC1)N(Cc1ccco1)CC1CCCO1 (stereo not given),nt,88,1,-10,-4,3,0,-2.0,1,84
c1ccc(Oc2cc(-n3cncn3)ncn2)cc1,nt,91,-3,-39,-3,20,4,-0.8,-8,94
COC(=O)CCS(=O)(=O)c1ccc(Cl)c(Cl)c1,-21,92,2,2,3,14,-14,-1.8,-3,95
O=C(O)c1c[nH]c(=S)n1-c1ccc(F)cc1,-26,101,-2,-33,1,6,103*,-0.9,-6,101
COc1ccc(OC)c(S(=O)(=O)N2CCc3ccccc32)c1,3,86,4,-15,0,20,-10,-1.1,5,83
NS(=O)(=O)c1cccc(NC(=O)CCSc2ccc(Cl)cc2)c1,nt,97,0,-13,-6,7,3,-2.1,7,94
COc1cc(Cc2ccc(N)c(OC)c2)ccc1N,-13,91,2,-54,-2,14,12,-2.9,3,94
CCOCCCNC(=S)Nc1cc(C)cc(C)c1,nt,94,1,-14,-4,15,-2,-1.6,4,85
Cc1ccc(Cl)cc1N1CCN(C(=O)c2ccc3nc[nH]c3c2)CC1,nt,62,3,-20,-5,28,0,0.3,-5,62
O=C(Nc1cccc(-c2nc3ccccc3s2)c1)c1ccc2c(c1)OCO2,14,88,11,-20,0,11,-12,-2.5,-7,80
N/C(=N\OC(=O)Cc1cccs1)c1ccccc1,8,86,2,-39,4,2,-10,1.0,-4,99
O=C(OCC1OC2C(Oc3nc(=O)ccn32)C1O)c1ccccc1 (stereo not given),-24,103,1,-56,-1,6,1,1.9,13,106
CCOC(=O)c1c2n(c3ccc(O)cc13)CCC2,9,104,1,-29,nt,10,nt,1.8,-2,101
COC(=O)CNC(=O)c1ccc2c(c1)S(=O)(=O)c1ccccc1C2=O,-25,95,2,-55,0,7,-6,-0.6,12,102
COc1ccc(O)c(/C=N/n2c(-c3ccco3)csc2=Nc2cccnc2)c1,nt,78,0,-9,-9,17,2,-2.7,4,76
CCn1c2ccccc2c2cc(NC(=O)COC(=O)c3cccc(S(=O)(=O)NC)c3)ccc21,1,71,1,-38,-7,8,2,-4.8,1,49
Cc1cccc(NC(=O)CSc2nnc(-c3cc(C)n(-c4ccccc4)c3C)o2)c1C,-22,86,14,-35,nt,15,-2,-2.0,4,74
CC(C)(C)Nc1nc(NC(C)(C)C)nc(-n2ccnc2)n1,-3,91,1,-49,-5,23,-12,0.0,1,84
CC(=O)Nc1ccc2c(c1)nc(CCN1CCC(C)CC1)n2C,-2,80,-1,-4,0,14,-13,-1.1,-8,88
Cn1c(=O)c2[nH]c(-c3ccccc3Cl)c(O)c2n(C)c1=O,19,88,5,-7,-3,2,-9,-1.5,3,95
N#CCc1ccc(NS(=O)(=O)c2ccc(C3CCCCC3)cc2)cc1,nt,56,0,-45,-7,25,0,-3.6,-3,70
c1ccc2[nH]c(CN3CCN(c4ncnc5c4oc4ccccc45)CC3)nc2c1,nt,77,1,-43,-1,6,-15,-5.1,-2,76
C=CCNC(=O)c1c(Cl)cccc1Cl,-17,98,7,-20,nt,6,2,-1.8,3,96
CC1CCC(NC(=O)Cn2c3c(c(-c4ccccc4Cl)cc2=O)CCC3)CC1 (stereo not given),nt,63,2,-9,-1,1,-5,8.2*,0,69
CCOC(=O)CC(Nc1nc(N2CCOCC2)nc(N2CCOCC2)n1)c1ccccc1Cl (stereo not given),-19,91,-2,-6,nt,7,-6,-4.2,0,84
Cc1cc(C)cc(C(=O)N(c2ccccn2)C(C)c2ccco2)c1 (stereo not given),11,99,0,-34,0,14,1,-1.2,-11,95
CC(CCc1ccco1)NC(=O)Nc1cccc(F)c1 (stereo not given),8,94,1,-4,0,5,-6,-1.2,6,107
COC(=O)COc1ccc(Cl)cc1C1Nc2ccccc2C(=O)N1c1ccc(OC)cc1 (stereo not given),-41,72,4,-11,nt,0,-8,-1.6,-7,71
CCc1ccccc1NC(=O)c1ccc(Cn2cc([N+](=O)[O-])cn2)cc1,nt,92,2,-7,-6,29,0,0.6,-1,91
Cc1nnc(-c2cnn(C)c2N)n1Cc1ccc(Cl)cc1,-11,106,0,-28,0,11,-8,-0.2,-11,104
Cc1ccc(NC(=O)CN(C)C(=O)Cn2cc(C(F)(F)F)cc(Cl)c2=O)cc1,nt,93,6,16,-7,13,-3,1.3,3,99
CN1CCN(CC#CCn2c3ccccc3c3ccccc32)CC1,5,86,5,-23,-2,1,-9,-5.3,-2,72
Cc1cc(C)c2[nH]c(=O)c(CN(Cc3cccs3)C(=S)NCc3ccco3)cc2c1,-21,72,12,-7,-9,6,3,-3.3,-5,60
O=C(NCc1ccco1)[C@@H]1CCCN1C(=O)c1cccs1,33,99,-1,-75,-1,5,-2,-0.3,6,105
C=CCn1c(SCC(=O)NC2CCCCC2)nnc1C1CCCCC1,22,83,4,-36,nt,8,-8,-2.2,-8,91
COc1ccc(C(NC(=O)c2ccco2)c2ccc(OC)c(OC)c2)cc1 (stereo not given),-1,102,0,-65,2,9,-4,-1.4,3,98
O=C(O)c1cc(S(=O)(=O)N2CCCCCC2)c(Cl)cc1Cl,5,93,-1,-21,0,3,1,-0.7,7,95
COc1ccc(OC)c(-c2cc(C3CCN(c4ncccc4[N+](=O)[O-])CC3)[nH]n2)c1,-29,54,-4,7,1,5,-6,-3.3,-4,36
NNc1nc2ccc(F)cc2s1,nt,86,2,-20,-7,12,-6,-2.6,10,90
C#C[C@]1(O)CC[C@H]2[C@@H]3CCc4cc(O)ccc4[C@H]3CC[C@@]21C,nt,44,8,-28,nt,16,13,-2.2,1,31

# Not a hit list, and some 6.1% of all compounds hit somewhere here.
